Screening results: PubChem, National Center for Advancing Translational Sciences (NCATS)
12-LOX inh: blocks human arachidonate 12S-lipoxygenase; 1.1% of 580,000 active; purified 12hLO, xylenol orange hydroperoxide absorbance; AID 1671190; Potency, µM (highest dose often 108 µM), inactives show top-dose activity change, negative = inhibition, hits mostly inhibitors; active = well fitted inhibition curve with a large enough effect; inconclusive = small, poorly fitted or top-dose-only effect, or another doubt; inactive = no such curve, though single readings can be large or run the other way
Target sequence (P18054 whole entry, looked up): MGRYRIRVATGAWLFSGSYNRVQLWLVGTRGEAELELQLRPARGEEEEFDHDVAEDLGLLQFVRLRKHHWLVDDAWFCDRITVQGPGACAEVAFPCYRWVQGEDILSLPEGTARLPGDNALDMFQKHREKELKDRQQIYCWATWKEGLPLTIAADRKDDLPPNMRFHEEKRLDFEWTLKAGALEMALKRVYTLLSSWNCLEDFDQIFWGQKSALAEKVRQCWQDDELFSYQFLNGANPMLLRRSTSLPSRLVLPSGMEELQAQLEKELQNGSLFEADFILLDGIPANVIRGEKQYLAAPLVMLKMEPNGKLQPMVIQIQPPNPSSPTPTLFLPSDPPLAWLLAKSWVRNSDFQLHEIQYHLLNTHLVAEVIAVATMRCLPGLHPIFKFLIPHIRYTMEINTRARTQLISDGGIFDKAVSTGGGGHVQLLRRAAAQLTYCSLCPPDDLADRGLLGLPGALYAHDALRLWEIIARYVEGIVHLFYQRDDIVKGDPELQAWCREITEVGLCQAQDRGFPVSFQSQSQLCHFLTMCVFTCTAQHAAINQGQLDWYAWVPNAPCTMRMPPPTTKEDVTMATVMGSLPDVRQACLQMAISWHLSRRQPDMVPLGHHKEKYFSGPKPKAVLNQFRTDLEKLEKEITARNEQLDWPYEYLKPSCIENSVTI
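Hydroperoxide product was detected by ferrous iron/xylenol orange as the 573 to 405 nm absorbance ratio. Arachidonic acid at 40 uM (final) was turned over for 30 min at room temperature by 150 nM human 12hLO, pH 7.0 Hepes buffer, after 15 min compound preincubation.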
The depositor's hits bear a star; [ ] = another dose, or the depositor's remark. % is scaled to controls: 0 for no effect and ±100 for the full control effect; potency is read from the fitted curve at half-maximal effect.

Screening O=C(NCc1ccccc1)c1cc(C2COCCN2S(=O)(=O)c2cccs2)on1 (stereo not given) returned 12-LOX inh 8.9%.
Screening CC(=O)c1cccc(NC(=O)O[C@@H]2CO[C@H]3[C@@H]2OC[C@@H]3NC(=S)NC2CCCCC2)c1 returned 12-LOX inh inconclusive.
`CCc1oc2ccccc2c1/C=C(/C#N)C(=O)NC1CC1` gave 12-LOX inh inconclusive.
Screening CCCCCNC(=O)C(CCc1ccccc1)n1c(=O)c(-c2cc3ccccc3[nH]2)nc2ccccc21 (stereo not given) returned 12-LOX inh -6.9%.
`CC(=O)c1sc(Cc2cccc(Cl)c2)nc1C` gave 12-LOX inh inconclusive.
CCN1C(=O)Cc2cc(C(=O)NCC3CCCO3)ccc21 (stereo not given) was read as 12-LOX inh 13.1%.
Screening CC(=O)Nc1ccc(C2(C(=O)NCCCN3CCOCC3)CCCCC2)cc1 returned 12-LOX inh 36.7%[activator].
Screening O=C(OCC(=O)c1c[nH]c2ccccc12)c1ccc(CO)cc1 returned 12-LOX inh inconclusive.
Screening COc1ccc(CCNC(=O)CSc2nc3c(sc(=S)n3-c3ccccc3)c(=O)[nH]2)cc1OC returned 12-LOX inh inconclusive.
For O=C(Cn1c(=O)c2c(n1Cc1ccccc1)CN(Cc1ccccc1)CC2)Nc1cccc(F)c1 the results were 12-LOX inh -22.2%.
`Cc1cc2nc(-c3ccc(F)cc3)c(Cc3ccccc3)n2c(C)c1Br` gave 12-LOX inh -18.4%.
Screening C=CCn1cnnc1SCC(=O)c1c[nH]c2ccccc12 returned 12-LOX inh 21.1%.
For Cn1c(=O)c2c(ncn2CC(=O)Nc2ccc(Cl)c([N+](=O)[O-])c2)n(C)c1=O the results were 12-LOX inh 42.6%.
C=CCN1C(=O)c2n[nH]c(COC)c2C1c1ccc(Br)cc1 (stereo not given) was read as 12-LOX inh -7.0%.
Screening CCc1c(-c2ccccc2F)ncn1Cc1cccc(-c2ccccc2)c1 returned 12-LOX inh inconclusive.
For COCCN1Cc2nc(Nc3ccccc3F)ccc2OCC1=O the results were 12-LOX inh 24.7%[176 µM].
For COc1ccc(C(c2nnnn2C2CCCC2)N2CCN(C/C=C/c3ccccc3)CC2)cc1 (stereo not given) the results were 12-LOX inh inconclusive.
Screening O=C1Nc2ccccc2CCC1n1nc(-c2ccccc2Cl)ccc1=O (stereo not given) returned 12-LOX inh 7.9%.
COc1cc(Nc2nc3ccccc3nc2C(=O)OCC(C)C)cc(OC)c1 was read as 12-LOX inh 5.5%.
Screening CSc1ccc(C)c(C(=O)NC2CCCCCCC2)c1 returned 12-LOX inh 5.7%.
For CCOC(=O)C1=CCC(c2cccc(Cl)c2)N(S(=O)(=O)c2ccc(C)cc2)C1 (stereo not given) the results were 12-LOX inh -2.3%.
Screening O=S(=O)(NCCO)c1ccc(Cl)c2ccccc12 returned 12-LOX inh inconclusive.
COc1ccc(-c2nnc3ccc(Nc4ccc(F)cc4)nn23)cc1 was read as 12-LOX inh -7.0%.
`Cc1nc(-c2ccc(F)cc2)n(Cc2ccc(F)cc2F)c(=O)c1CCO` gave 12-LOX inh 7.1%.
`COc1cccc(-n2cc(CN(C)Cc3cn(-c4ccccc4)nn3)cn2)c1` gave 12-LOX inh 37.7%.
`CN(C(=O)Cn1c(CN2CCOCC2)nc2ccccc21)c1ccccc1` gave 12-LOX inh -18.0%.
For O=C(NCCn1cc(-c2cncnc2)nn1)c1ccc(F)cc1 the results were 12-LOX inh -15.8%.
`COc1ccc2c(c1OC)C(=O)OC2Nc1nc(-c2ccc(C)cc2)cs1` (stereo not given) gave 12-LOX inh -28.9%.
Screening CC(=O)Nc1cccc(-c2ccc3ncn(-c4cccnc4)c(=O)c3n2)c1 returned 12-LOX inh 5.5%[176 µM].
For O=C(c1cccc(F)c1)N1CCC2(CC1)CC(N(Cc1ccc(F)cc1)C1CC1)CCO2 (stereo not given) the results were 12-LOX inh -3.7%.
For CC(=O)Nc1ccc(C(=O)N2CCN(c3cccc(C=O)c3)C(=O)C2)cc1 the results were 12-LOX inh 4.5%[6.33 µM].
For c1cc2c(cc1OC1CN(CC3CC3)C1)OCO2 the results were 12-LOX inh 4.0%[12.5 µM].
Screening C=Cn1cc(CNC[C@H]2O[C@@H](n3cnc4c(=O)[nH]c(N)nc43)[C@H](O)[C@@H]2O)c(C)n1 returned 12-LOX inh -1.7%.
For CC(C)(C)NC(=O)C1(C)CCC(=O)N1CC(F)(F)F (stereo not given) the results were 12-LOX inh -6.5%.
Screening COc1cccc([C@@H]2CN(C(=O)Cc3ccc(F)cc3)C[C@H]2C(=O)O)c1OC returned 12-LOX inh 12.4%.
Nc1[nH]c(C(=O)c2ccccc2)c(-c2ccccc2)c1C(=O)NCCc1c[nH]c2ccccc12 was read as 12-LOX inh -8.2%.
`CSc1ccc(CNC(=O)C2CCN(c3cc(C(F)(F)F)ncn3)CC2)cc1` gave 12-LOX inh 32.0%.
Screening CC(=O)N1CCC(N[C@H]2CC(C)(C)[C@@H]3C[C@@](C)(O)CC[C@]23CCC(=O)NCCN2CCOCC2)CC1 returned 12-LOX inh 12.8%.
For CCCCNS(=O)(=O)/C=C/c1cc(C)ccc1CNC(=O)OC(C)(C)C the results were 12-LOX inh inconclusive.
Screening CCOc1cc(=O)n2c(c1C(=O)NCCc1ccc(OC)c(OC)c1)CCCC2 returned 12-LOX inh 6.5%.

The last 2 compounds of the section above come first, to join the parts:
For CCCCNS(=O)(=O)/C=C/c1cc(C)ccc1CNC(=O)OC(C)(C)C the results were 12-LOX inh inconclusive.
Screening CCOc1cc(=O)n2c(c1C(=O)NCCc1ccc(OC)c(OC)c1)CCCC2 returned 12-LOX inh 6.5%.
CN(C(=O)NC1CCCCC1)[C@H]1C[C@H]2c3[nH]c4ccccc4c3CCN2C(=O)[C@H]1CO was read as 12-LOX inh inconclusive.
Screening CCCCC1Cc2[nH][nH]c(=O)c2C(c2ccc(F)cc2)O1 (stereo not given) returned 12-LOX inh inconclusive.
For Cc1ccc(-c2noc([C@@H]3C[C@@H](O)CN3Cc3ccc(C(=O)O)cc3)n2)cc1F the results were 12-LOX inh inconclusive.
Screening Cc1c(NC(=O)CCSc2nc3c(=O)n(C)c(=O)n(C)c3n2C)cccc1C(F)(F)F returned 12-LOX inh 7.8%.
For O=C1CCSc2c1cccc2C(=O)Nc1ccc(F)c(Cl)c1 the results were 12-LOX inh -2.7%.
Screening COc1ccc(C2=NOC(Cn3c(=O)c4c(ncn4C)n(C)c3=O)C2)c(OC)c1 (stereo not given) returned 12-LOX inh inconclusive.
`Cc1cc2oc(=O)cc(CN3CCN(C(=O)C4COc5ccccc5O4)CC3)c2cc1C` (stereo not given) gave 12-LOX inh -24.8%.
`COC[C@@H]1CN(Cc2c(F)cccc2F)C[C@H]1C(=O)NC1CC1` gave 12-LOX inh 53.0%[activator].
CCn1c(CSc2n[nH]c(-c3ccccc3)n2)nc2cc(S(=O)(=O)N3CCCCC3)ccc21 was read as 12-LOX inh 24.2%.
`Oc1ccc(C(c2c[nH]c3ccccc23)c2c[nH]c3ccccc23)cc1` gave 12-LOX inh inconclusive.
Screening COC(=O)c1c(NC(C)=O)c2cc(NC(C)CC(C)(C)O)cnc2n1CCC(C)C (stereo not given) returned 12-LOX inh 42.5%[activator].
For COc1ccc2c(C)c(CC(=O)O)c(=O)oc2c1OC the results were 12-LOX inh 4.9%.
CCOC(=O)[C@]12CCC=C1N(Cc1ccc3c(c1)OCO3)C(=O)[C@H](CC(=O)NCCCOC)C2 was read as 12-LOX inh -26.1%.
`O=C1NC[C@H](CCCCN2C[C@@H](Cc3ccccc3)N(CCC3CCCCC3)C(=O)C2=O)N(CCC2CCCCC2)C1=O` gave 12-LOX inh inconclusive.
Screening CCN1C(=O)CCC2(C(=O)NCCc3c[nH]c4ccccc34)CCCC=C12 (stereo not given) returned 12-LOX inh 9.7%.
Screening CC(NC(=O)Cc1cccc(F)c1)C(=O)N1CCN(c2ccccn2)CC1 (stereo not given) returned 12-LOX inh 21.0%.
Screening Cc1nn(-c2ccc(=O)[nH]n2)c2c1C(c1cccc3nccnc13)CC(=O)N2 (stereo not given) returned 12-LOX inh -20.9%.
`Cc1ccc([C@H]2C[C@H](O)[C@@H](n3cc(-c4ccc(F)cc4)nn3)CN2CC2CCCCC2)cc1` gave 12-LOX inh -9.9%.
For C=CCO[C@H]1CN(C(=O)OC)[C@@H](c2ccccc2Br)C[C@H]1OCC=C the results were 12-LOX inh -11.8%.
For CC1=C[C@@H](CNC(=O)C2CC2)[C@H](C(C)C)C[C@H]1Cc1nc2ncccc2[nH]1 the results were 12-LOX inh 36.8%[activator][176 µM].
`COc1cccc(CN(C)CC(C#N)CCC#N)c1OC` (stereo not given) gave 12-LOX inh 3.4%.
Screening CCOc1cccc(CNC(=O)C2Cn3cccc3C(=O)N2)c1 (stereo not given) returned 12-LOX inh 8.9%.
For Cc1nn(-c2ccc(Cl)nn2)c2c1C(c1cccc3nccnc13)CC(=O)N2 (stereo not given) the results were 12-LOX inh -4.3%.
`O=C1Nc2ccccc2CC12CN(Cc1ccc(C(F)(F)F)cc1)C2` gave 12-LOX inh 2.9%[6.33 µM].
`CN1C(=O)CS(=O)(=O)C12CCN(C(=O)c1ccoc1)CC2` gave 12-LOX inh 8.1%.
Screening CCOc1ccc(Cl)cc1-c1cc(C(=O)NCc2cc(C(F)(F)F)cc(C(F)(F)F)c2)[nH]n1 returned 12-LOX inh 4.2%.
Screening CCOC(=O)C1=C(CN(Cc2ccco2)C2CCCC2)NC(=O)NC1c1ccc(C)cc1 (stereo not given) returned 12-LOX inh inconclusive.
`Cc1oc(-c2ccc3ccccc3c2)nc1CN1CCNC(=O)C1` gave 12-LOX inh 23.3%.
For COc1ccc(C(=O)NC2CCN(c3cc(-c4ccc(Cl)cc4)[nH]n3)C2)cc1 (stereo not given) the results were 12-LOX inh 11.6%.
Screening CCOc1ccccc1C(=O)N1CCC2(CC1)CN(c1ccncn1)CC2CO (stereo not given) returned 12-LOX inh 34.8%[activator].
O=C(COc1ccc2c(=O)c(Oc3ccc(F)cc3)coc2c1)NCc1ccccc1 was read as 12-LOX inh 9.2%.
`COCCNC(=O)N1CC=C(c2ccc(F)cc2)CC1` gave 12-LOX inh 1.5%.
`CC(C)CCN1CCOCCNC(=O)CC1` gave 12-LOX inh 48.3%[activator].
Screening CC(=O)NCC(=O)N1Cc2ccccc2CC2(CCN(Cc3ccc(O)cc3)C2)C1 (stereo not given) returned 12-LOX inh 2.0%[6.33 µM].
`COCCn1c(C)cnc1CC1CCN(C(=O)c2ccc(OC)cc2OC)CC1` gave 12-LOX inh 1.5%.
`Cc1oc(-c2ccccc2)nc1CC(=O)Nc1ccc(Cl)cc1Cl` gave 12-LOX inh 7.94µM*.
For CC(C)CNc1ncnc2c1ncn2[C@H]1CN(Cc2ccc(F)cc2)C[C@@H](CO)O1 the results were 12-LOX inh -4.4%.
For O=C(NC1CCCC1)c1cn(C2CCN(C(=O)c3cccnc3)CC2)nn1 the results were 12-LOX inh 14.6%.
O=C1COC[C@H]([C@H](O)c2ccc(NC(=O)c3ccc(C(F)(F)F)cc3)cc2)N1 was read as 12-LOX inh 19.8%[176 µM].
COCCCNC(=O)c1cnc2n[nH]c(-c3ccc(OC)cc3C)c2n1 was read as 12-LOX inh -4.6%[176 µM].
For CC1(C(=O)NCCCn2ccnc2)CCCc2cnc(Nc3ccccc3)nc21 (stereo not given) the results were 12-LOX inh -2.1%[176 µM].
For Cc1cc(N2CCN(Cc3nnc(C4CC(N)C4)n3C)CC2)cc(C)n1 (stereo not given) the results were 12-LOX inh 89.7%[activator].
Screening CCS(=O)(=O)Nc1ccc(C2(C(=O)NCC3CCCO3)CCCCC2)cc1 (stereo not given) returned 12-LOX inh 7.1%.
Screening CCCCCC(=O)Nc1ccc([C@H]2OCC(=O)N(Cc3nccn3C)[C@@H]2CO)cc1 returned 12-LOX inh 39.8%[activator][176 µM].
Screening CC(=O)c1c(C)nn(CC(=O)NC(C)c2cnn(-c3ccccc3C)c2C)c1C (stereo not given) returned 12-LOX inh 26.0%.
Screening C[C@@H]1CCCCO[C@H](CN(C)Cc2ccc(C(F)(F)F)cc2)[C@H](C)CN([C@@H](C)CO)C(=O)c2cc(NC(=O)Cc3ccccc3)ccc2O1 returned 12-LOX inh -14.1%.
Screening O=C(O)CCc1cccc(Cl)c1Cl returned 12-LOX inh 5.7%.
For CC(C)NC(=O)N1CC2ON=C(C(=O)N(C)C)C2C1 (stereo not given) the results were 12-LOX inh 3.2%[12.5 µM].
`CC(C)OCCCNc1nc2c([S+](=O)([O-])c3cccnc3)nnn2c2ccccc12` gave 12-LOX inh 5.7%[6.33 µM].

Structural class, the entries above containing a Cl atom (eleven)
`CC(=O)c1sc(Cc2cccc(Cl)c2)nc1C` gave 12-LOX inh inconclusive.
For Cn1c(=O)c2c(ncn2CC(=O)Nc2ccc(Cl)c([N+](=O)[O-])c2)n(C)c1=O the results were 12-LOX inh 42.6%.
Screening O=C1Nc2ccccc2CCC1n1nc(-c2ccccc2Cl)ccc1=O (stereo not given) returned 12-LOX inh 7.9%.
For CCOC(=O)C1=CCC(c2cccc(Cl)c2)N(S(=O)(=O)c2ccc(C)cc2)C1 (stereo not given) the results were 12-LOX inh -2.3%.
Screening O=S(=O)(NCCO)c1ccc(Cl)c2ccccc12 returned 12-LOX inh inconclusive.
For O=C1CCSc2c1cccc2C(=O)Nc1ccc(F)c(Cl)c1 the results were 12-LOX inh -2.7%.
For Cc1nn(-c2ccc(Cl)nn2)c2c1C(c1cccc3nccnc13)CC(=O)N2 (stereo not given) the results were 12-LOX inh -4.3%.
Screening CCOc1ccc(Cl)cc1-c1cc(C(=O)NCc2cc(C(F)(F)F)cc(C(F)(F)F)c2)[nH]n1 returned 12-LOX inh 4.2%.
For COc1ccc(C(=O)NC2CCN(c3cc(-c4ccc(Cl)cc4)[nH]n3)C2)cc1 (stereo not given) the results were 12-LOX inh 11.6%.
`Cc1oc(-c2ccccc2)nc1CC(=O)Nc1ccc(Cl)cc1Cl` gave 12-LOX inh 7.94µM*.
Screening O=C(O)CCc1cccc(Cl)c1Cl returned 12-LOX inh 5.7%.

Not all compounds are listed; the hit share may differ from the screen's.
